CFTR F508del cor: correctors of CFTR F508del function in bronchial epithelial cells | CFBE cells, YFP halide quenching; stimulated with forskolin plus potentiator P3; % fluorescence drop versus neutral controls | activity (quench increase), % at 7.58 µM | 350,000 compounds, 0.36% hits | AID 720511;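 active means mean added fluorescence quench of at least 8% versus neutral control, with both replicates also reaching 8%; inconclusive means only one of the mean or replicate conditions met; inactive means mean below 8% and not both replicates reaching 8%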;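 further: cells transiently co-express mutant CFTR-F508del with the halide-sensitive YFP; corrector assay measuring rescue of mutant channel to the surface after 24 h compound exposure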
ERp5 block: blocks human ERp5 reductase activity on insulin; ERp5 insulin aggregation, absorbance 650 nm, 90 min; 350,000 compounds, 0.05% hits; Q15084; AID 651711; inhibition, % at 9.99 µM;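 active means mean replicate inhibition above about 25%, with every replicate also reaching it, limit read from the data, passing the limit was not always enough; inconclusive means only one of those two criteria met; inactive means neither criterion met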
Target sequence (Q15084 whole entry, looked up): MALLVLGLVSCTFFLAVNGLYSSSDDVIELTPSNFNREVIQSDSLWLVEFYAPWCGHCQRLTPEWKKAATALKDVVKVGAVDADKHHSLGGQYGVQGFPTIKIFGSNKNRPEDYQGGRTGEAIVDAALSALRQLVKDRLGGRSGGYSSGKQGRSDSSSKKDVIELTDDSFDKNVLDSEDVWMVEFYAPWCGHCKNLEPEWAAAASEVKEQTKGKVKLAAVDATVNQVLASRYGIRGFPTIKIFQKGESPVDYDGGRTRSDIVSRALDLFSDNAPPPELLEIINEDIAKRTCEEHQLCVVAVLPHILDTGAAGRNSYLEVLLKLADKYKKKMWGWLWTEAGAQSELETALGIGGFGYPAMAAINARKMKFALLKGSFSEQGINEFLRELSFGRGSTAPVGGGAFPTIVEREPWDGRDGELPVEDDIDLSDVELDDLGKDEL
PAX8 inh HTS: lowers PAX8-driven luciferase in RMG-I cells; RMG-I TPO-luciferase reporter, SteadyGlo, 24 h; inhibition, % at 12.6 µM; 360,000 compounds, 1.2% hits;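 active means mean replicate inhibition at least 60% with every replicate also reaching 60%; inconclusive means only one of the two criteria is met; inactive means mean below 60% and not all replicates reaching 60%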;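 further: luciferase light reporting Pax8 driven TPO promoter activity; plate controls were median of neutral control wells for no effect and mitoxantrone controls for full effect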
XiGFP reactiv: activators of X-chromosome reactivation in mouse fibroblasts; activation, % at 7.58 µM; XiGFP mouse fibroblasts, % GFP-positive cells imaging, 3 d; cells co-treated with 5-aza-dC sensitizer; scaled so ellipticine positive control = 100%; 360,000 compounds, 0.055% hits; AID 743238;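 active means mean normalized replicate activation at least 10% and every replicate at or above 10%; inconclusive means only one of the two criteria met; inactive means mean below 10% and not all replicates reach 10%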;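 further: 0% = median of on-plate neutral control wells and 100% = ellipticine 6 µM median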
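Assay system: SV40-immortalized XiGFP fibroblast cells, line 68-5-11; buffer or medium: DMEM plus 5-aza-dC sensitizer; compound: one concentration, pinned; timing: compounds 3 days, fix/stain 15 min at room temperature; benchmarks: positive control ellipticine, 6 µM final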
GSIS activator: primary screen for activators of insulin secretion dependent on glucose, INS-1E cells, GLuc reporter luminescence | INS-1E GLuc reporter insulin secretion, 2-3 h | activation, % at 16.6 µM | 370,000 compounds, 0.61% hits;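 active means lowest replicate activation of at least 40%, so every replicate reaches that level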;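 further: 0% = median of neutral control wells and 100% = median of IBMX positive control wells; some compounds called inactive have numbers as strong as hits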
EWS-Fli inh: inhibitors of EWS/Fli oncoprotein transcriptional activity; A673 NR0B1-luciferase reporter, viability-normalised; 350,000 compounds, 0.67% hits; inhibition, % at 12.6 µM; AID 651661;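 active means mean inhibition of at least 50% after viability correction, with every replicate also passing that limit; inconclusive means mean reaches 50% but only one of two replicates passes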;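 further: firefly luciferase signal divided by Alamar Blue viability fluorescence both relative to DMSO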
DENV2 CPE: DENV2-induced cell death inhibition; 350,000 compounds, 1.7% hits; DENV2-infected cells, cytopathic effect rescue, plate reader; CPE inhibition, % at 9.99 µM; in the data active means CPE inhibition above about 20%, passing the limit was not always enough; inconclusive means no clear call, values can overlap the other calls; tested in BHK-21 cells;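 further: 0% = median of neutral control wells and 100% = median of positive control wells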
ARNT-TACC3 inh: ARNT/TACC3 interaction disruption; Q9Y6A5; AlphaScreen His-ARNT PAS-B/GST-TACC3 binding, luminescence; TACC3 fragment carries E629A point mutation; inhibition, % at 9.99 µM; 390,000 compounds, 0.66% hits; AID 623870;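 active means mean inhibition of replicates at least 50% and at least half of replicates each reaching 50%; inconclusive means half or more replicates reach 50% but mean below 50%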;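 further: 0% = complete ARNT plus TACC3 wells and 100% = ARNT alone without TACC3; many hits fall short of the cut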
* marks the source's active call; other numbers are inactive results; ? = inconclusive; / = not tested or not shown; & = joins results of further samples. No enrichment for hits. About 4.2% of those tested had a hit in this group.

#1 COc1ccccc1CNC(=O)C1(C)CCN1Cc1ccc(OC(F)(F)F)cc1 (stereo not drawn)
#2 Cc1cc2c(cc1S(=O)(=O)Nc1cccc(F)c1C)NC(=O)CO2
#3 C[C@H]1CCCCO[C@H](CN(C)S(=O)(=O)c2ccc(Cl)cc2)[C@@H](C)CN([C@@H](C)CO)C(=O)c2cc(NC(=O)C3CCCCC3)ccc2O1
#4 Cc1onc(-c2ccccc2Cl)c1C(=O)Nc1ccccc1O
#5 COc1ccc(OCCNC(=O)/C=C/c2ccc([N+](=O)[O-])cc2)cc1
#6 CCC(=O)N1CC(=O)N2[C@H](CO)[C@@H](c3ccc(-c4cccnc4)cc3)[C@H]2C1
#7 NC(=O)C[C@@H]1NC(=O)CNC(=O)c2cc([N+](=O)[O-])cc(I)c2NCCC(C(N)=O)NC1=O (stereo partly drawn)
#8 C[C@@H]1CCCCO[C@@H](CN(C)C)[C@H](C)CN([C@H](C)CO)C(=O)c2cc(NC(=O)Nc3ccccc3)ccc2O1
assay / compound,1,2,3,4,5,6,7,8
CFTR F508del cor,0.0,4.6,-4.6,-3.3,/,0.0,-3.1,1.9
ERp5 block,0,-2,3,2,3,1,0,0
PAX8 inh HTS,16,8,35,15,107*,14,-8,-19
XiGFP reactiv,0.3,0.0,0.0,0.0,0.1,0.0,0.1,0.1
GSIS activator,2,-22,-10,-24,-13,22,2,5
EWS-Fli inh,19,0,5,9,3,3,-13,-4
DENV2 CPE,-2,-2,-2,-3,-5,-8,-3,-4
ARNT-TACC3 inh,/,2,-11,-4,-2,/,0,21

#9 Cc1cc(NC(=O)CSc2n[nH]c(-c3ccccc3Br)n2)no1
#10 O=C(Nc1ccc(OC(F)F)cc1)c1cc(S(=O)(=O)N2CCCCC2)ccc1N1CCOCC1
#11 Cc1noc(C)c1COc1cccc(C(=O)OC(C)C(=O)Nc2c(C)n(C)n(-c3ccccc3)c2=O)c1 (stereo not drawn)
#12 Cn1c(=O)c2c(nc(Cl)n2CC(=O)NC2(C#N)CCCCC2)n(C)c1=O
#13 CN(C(=O)COC(=O)c1ccccc1OCc1ccc(F)cc1)C1CCS(=O)(=O)C1 (stereo not drawn)
#14 COc1cc(C(=O)NNC(=S)Nc2ccc(S(N)(=O)=O)cc2)cc(OC)c1OC
#15 COc1cccc(/C=C/C(=O)c2ccc(NS(=O)(=O)c3ccc(C)cc3)cc2)c1
#16 c1ccc2c(-c3csc(-c4ccncc4)n3)c[nH]c2c1
assay / compound,9,10,11,12,13,14,15,16
CFTR F508del cor,-6.8,2.0,-0.1,-2.5,0.0,0.9,/,-9.0
ERp5 block,-3,-9,3,-1,-2,-8,/,2
PAX8 inh HTS,-21,-12,16,1,-8,-7,-10,-22
XiGFP reactiv,0.4,-0.1,-0.1,0.3,0.7,0.2,0.4,-0.1
GSIS activator,/,-39,-12,0,14,-2,0,2
EWS-Fli inh,-15,1,7,3,-11,-8,/,-33
DENV2 CPE,10,3,4,?,?,-2,/,8
ARNT-TACC3 inh,-3,2,-6,-3,-1,-12,-8,-13

Values by screen from the list.
Compounds 4 to 14 in DENV2 CPE, in turn: -3, -5, -8, -3, -4, 10, 3, 4, ?, ?, -2
Compounds 4 to 14 in ERp5 block, in turn: 2, 3, 1, 0, 0, -3, -9, 3, -1, -2, -8
Compounds 4 to 14 in CFTR F508del cor, in turn: -3.3, /, 0.0, -3.1, 1.9, -6.8, 2.0, -0.1, -2.5, 0.0, 0.9

(more compounds)
#17 Cc1cccc(NC(=S)NCCc2ccc(S(N)(=O)=O)cc2)c1C
#18 CO[C@H]1CN(C)C(=O)c2ccc(NC(C)=O)cc2OC[C@H](C)N(Cc2cc(F)ccc2F)C[C@H]1C
#19 CC(C)C(=O)Nc1ccc2c(c1)C(=O)N(C)[C@@H]1CC[C@H](CC(=O)NCc3ccc(F)cc3)O[C@H]1CO2
#20 Cn1c(NNC(=O)c2ccccc2F)cc(=O)n(C)c1=O
#21 CCOC(=O)CCC(=O)Nc1ccc(S(=O)(=O)N2CCCCC2)cc1
#22 COc1ccc2c3c([nH]c2c1)[C@H](CO)N(C(=O)Nc1ccc(F)cc1)CC31CCN(S(=O)(=O)c2cn(C)cn2)CC1
#23 COc1ccc(N2C(=O)C(CC(=O)Nc3ccccc3)N(Cc3ccc4c(c3)OCO4)C2=O)cc1 (stereo not drawn)
#24 C[C@@H]1Cc2[nH][nH]c(=O)c2[C@H](C)O1
assay / compound,17,18,19,20,21,22,23,24
CFTR F508del cor,5.2,-2.1,2.6,-1.9,0.4,-1.0,1.0,-2.4
ERp5 block,2,-2,-7,5,4,6,7,2
PAX8 inh HTS,-5,/,1,-7,2,13,/,-3
XiGFP reactiv,0.1,0.0,0.1,0.0,-0.2,0.1,/,-0.1
GSIS activator,-6,-25,3,/,4,3,-21,-7
EWS-Fli inh,3,-1,5,-2,5,3,-3,3
DENV2 CPE,/,7,?,4,-1,-7,0,15
ARNT-TACC3 inh,/,2,13,-14,-23,/,-15,/

#25 O=C1NC[C@@H](CCCCN2CCN(Cc3ccccc3)C(=O)C2=O)N(Cc2ccccc2)C1=O
#26 CC(=O)Nc1ccc(CCc2nc3ccccc3[nH]2)cc1
#27 CC(=O)c1cccc(S(=O)(=O)N2CCC(C(=O)O)CC2)c1
#28 C(=C\c1ccccc1)/CN1CCN(C(c2nnnn2C2CCCC2)C2CC2)CC1 (stereo not drawn)
#29 O=C(c1cccc(NS(=O)(=O)c2cccc(F)c2)c1)N1CCN(c2ccccc2)CC1
#30 CC(C)N1CC(COc2ccc(Br)cc2)OC1=O (stereo not drawn)
#31 C#CCCOC(=O)N1C2=NC(C(=O)OC)=C(C(=O)OC)[C@@H]3Nc4ccccc4[C@]23C[C@H]1C(=O)OC
#32 COc1ccc(N2C(=O)CC2(C#N)c2ccc(OCc3ccccc3)cc2)cc1 (stereo not drawn)
assay / compound,25,26,27,28,29,30,31,32
CFTR F508del cor,-0.9,-1.1,-0.1,3.3,1.5,4.6,-1.7,0.0
ERp5 block,2,2,3,4,3,2,/,4
PAX8 inh HTS,-10,-20,12,-23,7,-4,-18,-25
XiGFP reactiv,0.0,0.4,0.0,-0.1,0.1,0.2,0.5,0.1
GSIS activator,7,0,-6,-39,-27,4,12,-5
EWS-Fli inh,1,-21,2,-4,0,-8,-5,8
DENV2 CPE,4,-6,/,-3,?,14,/,-1
ARNT-TACC3 inh,/,-13,/,/,1,20,-9,1

#33 COc1ccc(N2CCN(C(=O)COC(=O)COc3ccc(C#N)cc3)CC2)cc1
#34 COc1ccc(-c2[nH]ncc2CN2CCC(c3ccncc3)CC2)cc1F
#35 Cc1cccc(NC(=O)CN(CC2CCCO2)C(=O)c2cc(S(=O)(=O)N(C)C)ccc2F)c1C (stereo not drawn)
#36 O=C(Nc1ccc2c(c1)OCO2)N1[C@@H]2CNC[C@H]1C2c1ccc(-c2ccncc2)cc1 (stereo partly drawn)
#37 O=C(O)c1oc2ccccc2c1CSc1ccc(Cl)cc1
#38 CCOC(=O)c1ccc(-c2c(-c3ccc4c(c3)OCO4)noc2C)cc1F
#39 O=C(CCc1ccco1)CCc1ccco1
#40 COc1cc(OC)nc(Nc2nc(C(N)CCc3ccccc3)cs2)n1 (stereo not drawn)
assay / compound,33,34,35,36,37,38,39,40
CFTR F508del cor,-1.4,2.2,-5.9,1.5&-0.2,-0.7,0.2,-2.0,2.0
ERp5 block,-6,7,-4,5&0,0,0,2,2
PAX8 inh HTS,-2,-9,4,-1,11,-24,0,9
XiGFP reactiv,0.1,0.0,0.2,0.1&0.0,0.4,0.0,0.1,0.1
GSIS activator,-12,18,-8,-14&-3,-6,22,/,-17
EWS-Fli inh,-7,7,-4,32,-3,-5,1,1
DENV2 CPE,-5,5,-9,-3&1,8,-2,2,-7
ARNT-TACC3 inh,-2,0,-3,/,-3,0,0,/

#41 C[C@H](CO)N1C[C@H](C)[C@@H](CN(C)S(C)(=O)=O)Oc2ncc(-c3cccnc3)cc2C1=O
#42 N#C[C@H]1[C@@H](c2ccccc2-c2ccccc2F)[C@H](CO)N1C(=O)c1ccccn1
#43 COc1ccc(C(=O)NCCS(=O)(=O)NCc2ccc(F)cc2)cc1
#44 CN(C)c1cccc(C(=O)N2CCCC(CCC(=O)N3CCN(c4ccccn4)CC3)C2)c1 (stereo not drawn)
#45 CN(C)CCCN1C(=O)CSC1c1ccc([N+](=O)[O-])cc1 (stereo not drawn)
#46 O=C(Nc1nc(-c2ccc(Cl)cc2)cs1)C1=COCCO1
#47 CNC[C@@H]1Oc2c(NC(=O)c3cc(C)nn3C)cccc2C(=O)N([C@@H](C)CO)C[C@@H]1C
#48 Oc1ccc(N2CCN(c3nc(-c4cccs4)nc4ccccc34)CC2)cc1
assay / compound,41,42,43,44,45,46,47,48
CFTR F508del cor,-1.5,-0.5,1.8,-3.2,-1.1,-1.5,-0.7,1.0
ERp5 block,5,4,-2,5,0,2,-8,7
PAX8 inh HTS,/,/,-10,15,11,-144,-6,-11
XiGFP reactiv,-0.5,0.1,0.1,0.2,0.0,-0.1,-0.6,-0.2
GSIS activator,24,-12,16,5,-5,-2,0,3
EWS-Fli inh,-4,11,5,0,1,-69,-3,10
DENV2 CPE,-6,5,-4,2,0,-1,11,3
ARNT-TACC3 inh,-6,/,-4,9,/,-3,-7,6

#49 C[C@@H]1CN([C@@H](C)CO)C(=O)c2cc(NC(=O)NC3CCCCC3)ccc2O[C@@H](C)CCCCO[C@H]1CN(C)C(=O)Nc1cccc2ccccc12
#50 CN1CCN(C(=O)C2Cc3c(-c4cccc(F)c4)ccnc3O2)CC1 (stereo not drawn)
#51 CCc1ccccc1NC(=O)CSc1nc2cc(C(=O)NCC3CCCO3)ccc2c(=O)n1CC1CCCO1 (stereo not drawn)
#52 CCOc1ccc(-c2noc(-c3csc([C@@H]4O[C@H](CO)[C@H](O)[C@H](O)[C@H]4O)n3)n2)cc1
#53 CCOc1ccc(OCC)c(NC(=O)C2CCN(S(=O)(=O)c3ccc4c(c3)CC(C)N4C(C)=O)CC2)c1 (stereo not drawn)
assay / compound,49,50,51,52,53
CFTR F508del cor,-2.8,-1.0,-3.7,-1.5,-0.1
ERp5 block,-3,1,-1,4,/
PAX8 inh HTS,-9,3,6,-14,14
XiGFP reactiv,0.0,0.0,-0.1,0.0,0.0
GSIS activator,6,/,/,0,-16
EWS-Fli inh,2,2,-12,-6,3
DENV2 CPE,-21,?,3,0,-6
ARNT-TACC3 inh,-11,/,/,/,-3

Fetched one by one from the list above:
#50 CN1CCN(C(=O)C2Cc3c(-c4cccc(F)c4)ccnc3O2)CC1 (stereo not drawn)
#53 CCOc1ccc(OCC)c(NC(=O)C2CCN(S(=O)(=O)c3ccc4c(c3)CC(C)N4C(C)=O)CC2)c1 (stereo not drawn)
#51 CCc1ccccc1NC(=O)CSc1nc2cc(C(=O)NCC3CCCO3)ccc2c(=O)n1CC1CCCO1 (stereo not drawn)
assay / compound,50,53,51
CFTR F508del cor,-1.0,-0.1,-3.7
ERp5 block,1,/,-1
PAX8 inh HTS,3,14,6
XiGFP reactiv,0.0,0.0,-0.1
GSIS activator,/,-16,/
EWS-Fli inh,2,3,-12
DENV2 CPE,?,-6,3
ARNT-TACC3 inh,/,-3,/

Compound activity from PubChem.
